Compound activity as filed in PubChem.
LANA DNA inh – inhibitors of KSHV LANA C-terminal domain DNA binding | AID 504423 | actives 0.078% (n = 340,000) | MBP-C-LANA/FAM-LBS DNA binding, fluorescence polarization | inhibition, % at 9 µM;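 active means highest replicate inhibition at or above 60% at 9 µM, even if other replicates fall short; inactive means all replicates below 60% inhibition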;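 further: 0% = neutral control wells and 100% = 4 µM acridine orange control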
V-ATPase pHluor – yeast V-ATPase proton transport regulation by pHLuorin; S. cerevisiae, pHLuorin cytosolic pH fluorescence; response, % at 10 µM; actives 0.37% (n = 350,000); in the data active means response mostly above about 7.3%, no sharp cut-off; inactive means mostly below about 5.4%; further: actives read high; inactives centre near 0; some compounds called inactive have numbers as strong as hits
Keap1-Nrf2 PPI – Keap1-Nrf2 (human) interaction inhibition. Keap1 Kelch-Nrf2 peptide fluorescence polarization, 1536-well. actives 0.15% (n = 340,000). inhibition, % at 9.4 µM; in the data active means inhibition above about 12%;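 further: human Keap1 Kelch domain with fluorescein labeled Nrf2 9mer peptide probe; 0% = neutral control wells and 100% = peptide positive control; higher means more block of Keap1 binding to Nrf2 peptide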
CAL PDZ FP-1 – CAL PDZ (human) peptide binding inhibition; Q9HD26; purified CAL PDZ, TMR-peptide fluorescence polarization, 1 h; inhibition, % at 24.9 µM; actives 0.92% (n = 300,000); AID 602252;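 active means mean inhibition of at least 30% with at least half of replicates also reaching 30%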;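 further: 0% = DMSO neutral control and 100% = excess unlabeled competitor peptide PRC23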
NSD2 HMT inh – blocks human histone methyltransferase NSD2; O96028; NSD2 peptide methylation, AlphaScreen, 120 min; inhibition, % at 12.5 µM; actives 0.54% (n = 310,000); in the data active means inhibition above about 50%
DAGLB inh – blocks human DAGLB lipase activity | HEK293T DAGLB membrane lysate, EnzChek fluorogenic substrate | inhibition, % at 5.17 µM | actives 0.059% (n = 340,000); in the data active means inhibition above about 34%;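 further: 0% = enzyme with vehicle and 100% = wells lacking enzyme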
Arr AP2 block – blocks beta-arrestin peptide binding to AP2 adaptin; actives 0.31% (n = 340,000); FITC-arrestin peptide / GST-AP2 beads, flow cytometry; AP2 beta2 appendage carries R879A mutation; inhibition, % at 10 µM;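 active means inhibition above a set limit, near 3 SD of compounds lacking own fluorescence, cut at about 54% in these data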;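 further: plate controls were DMSO wells for no effect and 5 µM unlabelled arrestin peptide for full effect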
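test system = AP2 appendage R879A on GSH beads | buffer or medium = PBS plus Tween 20 (0.05%) and BSA (0.1%) | incubation = 12 min plus 1 h, RT | detection = bead flow cytometry, FITC channel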
Pemphigus Ab inh – inhibitors of pemphigus antibody binding to human desmoglein-3; DSG3-coupled beads, scFv-anti-DSG3-GFP binding, flow cytometry; hits give low values; binding (percent of control), % at 10 µM; actives 0.48% (n = 310,000); AID 588358;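 active means binding more than 3 SD below its plate's average and above zero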;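 further: hits lower antibody fragment binding to DSG3; some compounds called inactive have numbers as strong as hits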
Target sequence (P32926 whole entry, looked up, the tested form may be a part): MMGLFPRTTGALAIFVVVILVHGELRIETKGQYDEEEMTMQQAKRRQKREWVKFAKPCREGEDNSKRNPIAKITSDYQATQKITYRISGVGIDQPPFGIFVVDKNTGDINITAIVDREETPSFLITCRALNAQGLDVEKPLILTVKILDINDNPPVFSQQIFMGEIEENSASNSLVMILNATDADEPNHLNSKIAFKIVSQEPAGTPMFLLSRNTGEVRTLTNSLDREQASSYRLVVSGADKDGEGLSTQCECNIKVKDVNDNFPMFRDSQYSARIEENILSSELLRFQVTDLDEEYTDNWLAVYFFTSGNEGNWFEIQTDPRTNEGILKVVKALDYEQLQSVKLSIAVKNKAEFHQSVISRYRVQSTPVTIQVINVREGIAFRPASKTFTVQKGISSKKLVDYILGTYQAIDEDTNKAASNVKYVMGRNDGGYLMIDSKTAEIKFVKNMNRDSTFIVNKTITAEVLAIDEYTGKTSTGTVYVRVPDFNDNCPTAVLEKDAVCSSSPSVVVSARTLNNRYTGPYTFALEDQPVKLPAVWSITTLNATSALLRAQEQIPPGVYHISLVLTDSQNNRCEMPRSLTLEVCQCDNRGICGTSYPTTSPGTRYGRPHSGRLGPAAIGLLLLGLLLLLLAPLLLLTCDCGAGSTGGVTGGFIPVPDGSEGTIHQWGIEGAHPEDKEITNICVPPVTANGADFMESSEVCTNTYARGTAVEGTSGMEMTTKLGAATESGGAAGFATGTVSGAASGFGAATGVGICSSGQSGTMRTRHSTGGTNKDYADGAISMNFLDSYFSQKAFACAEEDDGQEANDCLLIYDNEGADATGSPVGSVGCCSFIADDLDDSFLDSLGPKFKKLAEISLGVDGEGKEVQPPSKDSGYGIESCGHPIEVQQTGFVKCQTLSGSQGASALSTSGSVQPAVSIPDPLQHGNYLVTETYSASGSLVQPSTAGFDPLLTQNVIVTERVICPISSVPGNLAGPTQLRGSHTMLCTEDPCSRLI
CAL PDZ FP-2 – blocks peptide binding to human CAL PDZ domain. Q9HD26. purified CAL PDZ, TMR-peptide fluorescence polarization, 1 h. inhibition, % at 20 µM. actives 0.02% (n = 330,000). AID 504414;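 active means highest replicate inhibition of at least 40%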;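 further: plate controls were DMSO neutral control wells for no effect and unlabeled competitor peptide control wells for full effect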
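Material – purified CerCALP PDZ construct · Detection – FP readout, S and P plane fluorescence · Measure – percent inhibition from loss of millipolarization · Controls – unlabelled peptide for full inhibition, DMSO wells as neutral · Probe or stimulus – TMR-labelled reporter peptide T*-PRC34 bound in PDZ groove · Times – 1 h at RT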
RTF Ca sens inh – cardiac RTF calcium desensitization; actives 0.12% (n = 340,000); AID 493244; inhibition, % at 7.15 µM; P19429+P45379; IANBD-labeled cardiac RTF, Ca2+ fluorescence;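 active means inhibition above the mean inhibition of all tested compounds plus 3 SD, cut at about 17% in these data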;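 further: assay run at fixed EC70 calcium of 1.6 mM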
Active calls of the source: *; nt = no result given. This is a subset, so the mix of outcomes need not match the whole.

SMILES	LANA DNA inh	V-ATPase pHluor	Keap1-Nrf2 PPI	CAL PDZ FP-1	NSD2 HMT inh	DAGLB inh	Arr AP2 block	Pemphigus Ab inh	CAL PDZ FP-2	RTF Ca sens inh
CCCCCCCCSc1nnc(/N=C/N(C)C)s1	-0.6	5	-1	1	-2	-1	-4	111	-0.2	-3
COc1cc(C(=O)NC(C)c2cnn(-c3ccccc3C)c2C)cc(OC)c1OC (stereo not given)	-0.7	nt	-1	-2	-1	0	-8	102	-3.1	-3
CC(C)CC1NC(=O)N(CC(=O)Nc2cc([N+](=O)[O-])ccc2F)C1=O (stereo not given)	-1.1	-3	-1	nt	-1	-2	6	96	-0.1	3
COc1ccc(C(=O)Nc2cccc(-c3ccc(N4CCOCC4)nn3)c2)cc1OC	-1.0	-3	-6	-3	-2	3	-6	99	-7.0	-6
Cc1ccc2nc(N3CCN(S(=O)(=O)c4ccc5c(c4)OCCO5)CC3)c(C#N)cc2c1	-1.9	3	-6	0	-2	-4	4	99	nt	-9
O=C(Oc1coc(CSc2nnc(NC(=O)c3cccs3)s2)cc1=O)c1ccccc1	0.9	9.3*	-2	1	0	5	6	91	-0.2	-17
O=C(COc1ccccc1)NCC1(N2CCCCC2)CCCCC1	1.4	2	-7	-2	-1	2	1	117	-0.3	-1
O=C(O)CCCC(=O)OCCCCc1cccs1	2.7	1	-4	1	1	2	6	92	-0.7	-6
Cc1ccc2nc(NCc3ccc(F)cc3)c3nncn3c2c1	-3.1	3	1	-3	-17	-3	-8	102	20	0
c1ccc(-c2cc(-c3ccccc3)n3ncnc3n2)cc1	0.5	-1	-5	-6	50*	-2	-62	101	-3.1	-14
COCc1nnc(NC(=O)c2ccc(S(=O)(=O)N3CCCC3)cc2)o1	0.1	5	-2	-1	-2	0	23	nt	-2.9	-11
CCOC(=O)C1(NC(=O)CN2C(=O)c3ccccc3C2=O)CCCC1	-0.3	3	-5	0	-2	1	20	113	0.0	-7
COc1ccc(NC(=O)CC2CCCC2)cc1OC	-1.5	-2	4	9	4	0	5	110	-0.2	6
COc1cc(C2N(C)CCC3(OCCO3)C2(C)C)cc(OC)c1OC (stereo not given)	-0.4	-2	-2	-2	-2	1	3	97	-0.3	-21
COc1ccc(OCC(O)CNC(=O)/C=C/c2cccc([N+](=O)[O-])c2)cc1 (stereo not given)	0.7	-3	-4	-1	-3	2	3	98	-2.8	0
COC(=O)[C@@]12CCCCN1[C@H](c1ccc(SC3CCCCC3)c(OC)c1)[C@@H]1C(=O)N(C)C(=O)[C@@H]12	-2.3	2	0	1	nt	-4	5	103	-0.9	-6
O=C(NCC1COc2ccccc2O1)C1CCC(CNc2c(N3CCCCC3)c(=O)c2=O)CC1 (stereo not given)	-0.4	1	-5	nt	nt	1	0	99	0.2	-4
O=C(Nc1cccc(NC(=O)c2ccc(-c3cccc(Br)c3)o2)c1)c1ccco1	0.8	-1	-8	1	-1	-7	-3	97	-3.0	-6
CCCCn1c(N)c(N(CCOC)C(=O)c2ccc(-c3ccc([N+](=O)[O-])cc3)o2)c(=O)[nH]c1=O	2.8	-1	0	-1	-1	1	35	nt	-2.5	-1
Cc1ccc(S(=O)(=O)N2CCN(C(=O)CCN3C(=O)c4ccccc4C3=O)CC2)cc1C	-2.1	-2	-3	-2	-1	-2	32	128	-2.4	-5
O=C(O)/C=C/C(=O)Nc1ccccc1SC(F)(F)F	-1.3	8	-2	-10	18	2	8	121	-2.7	-8
CCN(C[C@H]1N[C@@](C)(C(=O)OC)[C@H]2C(=O)N(Cc3ccccc3)C(=O)[C@@H]12)S(=O)(=O)c1ccc(OC)cc1	2.1	1	-3	-1	nt	-2	-12	95	0.5	-2
COc1ccc(OC)c(/C=N/N=C(\N)c2nonc2N)c1	-0.4	2	-6	nt	15	-10	2	105	-1.0	-10
CC1=NN(c2ccc(Cl)cc2)C(=O)C1C(c1ccccc1O)c1c(C)[nH]n(-c2ccc(Cl)cc2)c1=O (stereo not given)	0.0	2	-5	4	nt	20	2	100	-2.9	-3
CCCc1c(C(=O)N/N=C/c2ccccc2C(F)(F)F)nnn1-c1nonc1N	0.9	7	-4	-3	1	-16	2	nt	-2.3	-5
O=C(NCc1nnnn1-c1ccccc1)c1ccc2ccccc2c1	nt	0	nt	nt	-2	0	nt	105	nt	nt
CCN(CC)CC#CCOC(c1ccccc1)c1ccccc1	0.8	-2	-7	nt	8	-3	-13	101	0.6	-1
COc1ccccc1NC(=S)NNC(=O)c1cc(C)nn1C	-0.4	-3	4	2	-2	2	-7	78	nt	0
COc1cccc(CN2CCNC(=O)C2CC(=O)O)c1OC (stereo not given)	-1.3	-3	-1	nt	nt	-6	10	102	-1.4	-4
COc1ccc(-n2nc(C(=O)NCC(=O)N3CCCCCC3)c3ccccc3c2=O)c(OC)c1	0.2	-2	2	-2	-5	2	41	102	-2.5	-16
O=S(=O)(CCNCc1ccco1)NC1CCCCC1	-0.7	2	-4	24	nt	2	-8	103	-0.8	-3
Cc1nn(C)cc1-c1n[nH]c(=S)n1-c1ccc(F)cc1	-0.8	-6	-3	-1	14	0	11	96	0.0	6
Cn1cncc1C#Cc1c(C=O)n(C)c2ccccc12	0.1	5	4	-5	nt	-3	30	99	-1.8	-14
CCCC(=O)NNC(=O)CCC(=O)Nc1ccccc1Cl	-0.2	-3	6	nt	-3	0	1	95	0.4	-6
CCCCC(OC(=O)CN1C(=O)COc2ccccc21)C(=O)NC1CCCCC1 (stereo not given)	-0.6	1	-4	-3	23	-3	20	94	-3.7	-9
O=C(COC(=O)c1ccccc1SCC(=O)N1CCCC1)NC1CCS(=O)(=O)C1 (stereo not given)	-1.5	1	-7	-2	-3	-3	-3	95	0.4	-4
O=C(Nc1ccc(S(=O)(=O)Nc2ccccn2)cc1)c1ccc(Cl)cc1Cl	-2.2	0	2	-7	-6	0	-4	98	-2.4	-15
Cc1ccc(NC(=O)c2cc3nc(C)cc(C)n3n2)cc1	0.2	2	-5	nt	2	-3	2	101	-3.6	-7
COc1ccc(CCNc2cc(=O)[nH]c(N)n2)cc1	-0.6	0	-8	-3	2	-4	-4	104	nt	-7
COc1ccc(CCN2CC(C(=O)N(C)Cc3ccc4nsnc4c3)CCC2=O)cc1 (stereo not given)	-2.8	5	-7	-2	2	-1	-5	102	-1.5	1

Arranged by count of non-hydrogen atoms (low to high): some entries from above.
SMILES	LANA DNA inh	V-ATPase pHluor	Keap1-Nrf2 PPI	CAL PDZ FP-1	NSD2 HMT inh	DAGLB inh	Arr AP2 block	Pemphigus Ab inh	CAL PDZ FP-2	RTF Ca sens inh
O=S(=O)(CCNCc1ccco1)NC1CCCCC1	-0.7	2	-4	24	nt	2	-8	103	-0.8	-3
Cc1nn(C)cc1-c1n[nH]c(=S)n1-c1ccc(F)cc1	-0.8	-6	-3	-1	14	0	11	96	0.0	6
Cc1ccc(NC(=O)c2cc3nc(C)cc(C)n3n2)cc1	0.2	2	-5	nt	2	-3	2	101	-3.6	-7
O=C(NCc1nnnn1-c1ccccc1)c1ccc2ccccc2c1	nt	0	nt	nt	-2	0	nt	105	nt	nt
CCCc1c(C(=O)N/N=C/c2ccccc2C(F)(F)F)nnn1-c1nonc1N	0.9	7	-4	-3	1	-16	2	nt	-2.3	-5

Additional compounds.
SMILES	LANA DNA inh	V-ATPase pHluor	Keap1-Nrf2 PPI	CAL PDZ FP-1	NSD2 HMT inh	DAGLB inh	Arr AP2 block	Pemphigus Ab inh	CAL PDZ FP-2	RTF Ca sens inh
CSc1ccc(C(=O)C2CCCN(C(=O)CCCn3cncn3)C2)cc1 (stereo not given)	0.5	-1	3	nt	-2	-3	18	103	-0.5	-8
O=C(Nc1ccc(S(=O)(=O)Nc2nccs2)cc1)c1nn(-c2ccc(F)cc2)ccc1=O	0.6	4	3	-4	18	-1	28	93	-3.5	5
CCOC(=O)c1[nH]c2ccccc2c1NC(=S)Nc1cccc(C)c1	1.6	6	-1	nt	nt	-2	15	98	-1.3	-1
O=C(/C=C/c1ccccc1)NNC1=NS(=O)(=O)c2ccccc21	-0.3	1	4	-2	-11	1	6	92	-1.3	7
O=C1CC(C(=O)Nc2cccc(F)c2)n2ncnc2N1 (stereo not given)	-1.0	-5	-3	-2	18	3	2	85	-2.9	0
O=S(=O)(CCN(CCS(=O)(=O)C(F)(F)F)CC1CCCO1)C(F)(F)F (stereo not given)	-0.7	nt	1	0	3	3	20	107	-3.4	-5
CCCCc1nc2cc(C(=O)NCc3cc(C)n(C)n3)ccc2o1	-0.9	5	-4	0	3	0	22	95	0.3	3
CNC(=O)c1nn(-c2ccc(C)cc2)ccc1=O	0.6	3	-3	-2	0	-1	-1	92	0.5	3
O=C(NC(=S)Nc1cccc2ncccc12)c1ccco1	-1.0	0	-5	nt	-2	1	-16	107	-1.8	-8
CSc1ccc(CN2CCC(N3CCC(C(=O)NC4CC4)CC3)CC2)cc1	nt	-1	nt	nt	6	-2	nt	122	nt	nt
COC(=O)c1ccc(NC(=O)c2ccc(C)cc2)o1	-0.7	7	-7	8	3	-3	5	107	-1.1	1
O=C(Cn1nnc(-c2ccccc2-n2cnnn2)n1)N1CCCCC1	0.1	0	-5	-3	1	-2	-4	94	-0.7	3
Cc1cccc(C(=O)NCC(=O)N2CCN(S(=O)(=O)c3ccccc3)CC2)c1	-0.5	-2	-3	-4	-1	-2	3	101	-1.2	-2
CCCCn1c(N)c(N(CCOC)C(=O)CCN2C(=O)C3CC=CCC3C2=O)c(=O)[nH]c1=O (stereo not given)	-1.2	0	1	8	-4	0	-11	107	0.3	-3
CCCCn1c(N)c(N(CC(C)C)C(=O)C2CCN(S(=O)(=O)c3ccc(C)cc3)CC2)c(=O)[nH]c1=O	-0.6	-6	-3	nt	1	3	3	92	-1.3	3
O=C(NCc1nc2ccccc2[nH]1)c1cc2ccccc2oc1=O	1.8	-3	-5	-4	1	-1	9	100	-1.7	5
COC(=O)CCN(C(=O)c1ccc([N+](=O)[O-])cc1)c1ccccn1	0.8	4	-4	-4	-7	2	8	116	0.1	6
CCn1c(COc2ccccc2)nnc1SCC(=O)NC1CC1	0.0	0	-2	1	-2	0	8	107	0.7	-5
CC(=O)Nc1ccc(NS(=O)(=O)c2ccc(Cl)s2)cc1	-0.2	0	-6	nt	0	-1	8	98	0.1	7
CC(=O)NCC1CCCN(Cc2cn(-c3ccccc3F)nc2-c2cc(C)sc2C)C1 (stereo not given)	0.8	4	5	-8	2	0	-25	97	6.1	-4
CCCCCCCCCCCCCCCC[N+](C)(C)CCl	-3.0	9	-2	7	nt	-1	-10	131	-0.7	3
CCCc1nnc(NC(=O)CN2CCN(C)CC2)s1	0.4	-7	-4	4	1	-1	23	89	-0.3	5
COc1ccc(CSc2nnnn2-c2ccc(C(=O)O)cc2)cc1	-0.8	-7	4	-5	0	4	8	96	-0.7	-7
O=C(Nc1ccc(OC(F)F)cc1)c1cc[n+]([O-])cc1	-2.2	-1	1	1	-2	0	-5	112	-2.3	-10
O=C(c1ccc([N+](=O)[O-])cc1)N1CCSC1c1cccc(Cl)c1 (stereo not given)	1.8	-1	1	-6	2	-1	-6	99	nt	0
